Bioassay records as filed in PubChem.
STK33 inh: STK33 kinase inhibitors, primary screen, biochemical, luminescence, ADP-Glo, MBP substrate. inhibition, % at 12.5 µM. 27,000 tested, 0.44% active. AID 2322, 2010; in the data active = inhibition above about 20%
Target sequence (Q9BYT3 whole entry, looked up): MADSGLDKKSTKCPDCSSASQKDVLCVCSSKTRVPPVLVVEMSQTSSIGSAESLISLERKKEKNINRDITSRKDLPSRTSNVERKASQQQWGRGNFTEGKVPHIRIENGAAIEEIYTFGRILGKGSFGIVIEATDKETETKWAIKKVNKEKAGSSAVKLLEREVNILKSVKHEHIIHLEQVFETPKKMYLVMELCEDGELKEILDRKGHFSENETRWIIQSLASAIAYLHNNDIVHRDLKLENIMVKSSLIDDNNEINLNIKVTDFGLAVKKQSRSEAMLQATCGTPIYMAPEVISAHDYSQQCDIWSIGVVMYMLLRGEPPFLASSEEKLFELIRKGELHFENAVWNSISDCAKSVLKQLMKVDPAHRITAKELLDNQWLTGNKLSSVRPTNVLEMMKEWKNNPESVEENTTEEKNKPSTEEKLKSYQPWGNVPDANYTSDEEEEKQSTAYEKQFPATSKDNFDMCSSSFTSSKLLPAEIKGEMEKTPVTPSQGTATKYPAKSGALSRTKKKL
mut p53 react: mutant p53 pathway re-activators, primary screen, cell-based, SW480, luciferase, single point, HTS; SW480 PUMA-promoter luciferase, p53 mutant reactivation; activation, % at 9.98 µM; 28,000 tested, 1.5% active; AID 624151, 2012; in the data active = activation above about 52%
An asterisk follows results filed as active; . = no result given.

Structure	STK33 inh	mut p53 react
C[C@H](CO)N1C[C@H](C)[C@@H](CN(C)C(=O)Nc2ccccc2)Oc2ccc(NC(=O)C3CC3)cc2C1=O	.	-3
CCCC(O)C#Cc1cnc2c(c1)C(=O)N([C@H](C)CO)C[C@H](C)[C@H](CN(C)Cc1cccc(C)c1)O2 (some centres undefined)	1	.
COc1ccc([Si](C)(C)[C@@H]2[C@@H](CC(=O)N(CCO)Cc3ccccc3)O[C@]3(C(=O)N(C)c4ccccc43)[C@H]2C)cc1	-3	.
CS(=O)(=O)c1ccc([C@@H](O)[C@@H](CO)NC(=O)C(Cl)Cl)cc1	-1	.
Cc1ccc(N(C(C)C(=O)Nc2ccccc2Br)S(C)(=O)=O)cc1 (centres undefined)	-1	-12
Cc1sc(NC(=S)NC(=O)Cc2cccc3ccccc23)c(C(N)=O)c1C	8	0
COc1ccc([Si](C)(C)[C@@H]2[C@@H](CCO)O[C@]3(C(=O)N4c5c(cc(OC)cc53)C(C)=CC4(C)C)[C@H]2C)cc1	6	.
C[C@@H](O)C#Cc1cnc2c(c1)C(=O)N([C@@H](C)CO)C[C@H](C)[C@H](CN(C)C(=O)Cc1ccccn1)O2	.	-5

Some of these compounds in order of heavy-atom count, smallest number first.
Structure	STK33 inh	mut p53 react
Cc1ccc(N(C(C)C(=O)Nc2ccccc2Br)S(C)(=O)=O)cc1 (centres undefined)	-1	-12
Cc1sc(NC(=S)NC(=O)Cc2cccc3ccccc23)c(C(N)=O)c1C	8	0
C[C@H](CO)N1C[C@H](C)[C@@H](CN(C)C(=O)Nc2ccccc2)Oc2ccc(NC(=O)C3CC3)cc2C1=O	.	-3

Other compounds follow:
Structure	STK33 inh	mut p53 react
Cc1onc(-c2ccccc2)c1C(=O)NC1C(=O)N2[C@@H]1SC(C)(C)[C@@H]2C(=O)O (some centres undefined)	-1	.
CC(=O)c1cccc(NC(=O)CSc2nnnn2C)c1	-1	3
Cn1c(SCC(=O)Nc2cccc(C(F)(F)F)c2)nnc1-c1ccc(F)cc1	0	-16
C[C@H]1CN([C@@H](C)CO)C(=O)Cc2cc(NS(=O)(=O)c3ccc(Cl)cc3)ccc2O[C@@H]1CN(C)C(=O)NC1CCCCC1	-3	11
C[C@@H]1CN([C@@H](C)CO)C(=O)c2cc(NC(=O)Nc3cccc4ccccc34)ccc2O[C@@H]1CN(C)Cc1ccccc1	1	.
C[C@@H]1CN([C@@H](C)CO)C(=O)c2cc(NS(=O)(=O)c3ccc(F)cc3)ccc2O[C@@H]1CN(C)Cc1ccc(Cl)c(Cl)c1	0	-14
O=c1c(-c2nnnn2-c2ccccc2)c[nH]c2ccccc12	1	.
Cc1cc(OCc2noc(CSc3ccc(C(F)(F)F)cn3)n2)cc(C)c1Cl	.	3
C[C@@H]1CN([C@@H](C)CO)C(=O)c2cccc(NS(=O)(=O)c3cccs3)c2O[C@@H]1CN(C)Cc1ccc(C(=O)O)cc1	.	-2
Cc1noc(C)c1NC(=O)Nc1ccc2c(c1)CC(=O)N([C@H](C)CO)C[C@@H](C)[C@H](CN(C)S(=O)(=O)c1ccc(Cl)cc1)O2	2	.
CCC(NC(=O)c1cc(OC)c(OC)c(OC)c1)C12CC3CC(CC(C3)C1)C2 (centres undefined)	-2	.
C=C1[C@H]2CC[C@@]3(C)[C@H](c4ccoc4)OC(=O)C[C@]13O[C@H]1C[C@H](O)C(C)(C)[C@H](CC(=O)OC)[C@]12C	2	.
O=C(Nc1ccc(S(=O)(=O)Nc2ncccn2)cc1)C1CCC1	0	-1
O=C(CSc1nc(-c2ccccc2)c(-c2ccccc2)[nH]1)Nc1ccccc1F	4	-41
CNC(=O)C1OC(n2cnc3c(NCc4cccc(I)c4)ncnc32)C(O)C1O (centres undefined)	.	3
C[C@@H]1CN([C@H](C)CO)C(=O)c2cc(C3=CCCC3)cnc2O[C@H]1CN(C)Cc1ccccc1C(=O)O	.	6
C[C@@H]1CN([C@H](C)CO)C(=O)Cc2cc(NS(=O)(=O)c3ccc(F)cc3)ccc2O[C@H]1CN(C)Cc1ccc(Cl)c(Cl)c1	13	.
C[C@H]1CCCCO[C@@H](CN(C)Cc2ccncc2)[C@@H](C)CN([C@@H](C)CO)C(=O)c2cc(NS(=O)(=O)c3cccs3)ccc2O1	.	-8
CC(C)NC(=O)Nc1ccc2c(c1)C(=O)N([C@H](C)CO)C[C@@H](C)[C@@H](CN(C)Cc1ccncc1)O2	.	12
COc1cc(O)cc(OC)c1OC	1	.
COC(=O)[C@@]1(Cc2ccccc2CN=[N+]=[N-])N=C(c2ccc(OCCCO)cc2)O[C@H]1c1ccccc1CN=[N+]=[N-]	15	.
C[C@H]1CN([C@@H](C)CO)C(=O)c2cc(C3=CCCC3)cnc2O[C@H]1CN(C)C(=O)NC1CCCC1	.	6
OC[C@@]1(O)CO[C@H](OC[C@H]2O[C@@H](OC(CCCCc3ccc(O)cc3)CCc3ccc(O)cc3)[C@H](O[C@H]3OC[C@](O)(CO)[C@H]3O)[C@@H](O)[C@@H]2O)[C@@H]1O (some centres undefined)	9	-2
O=C(c1cccc(Cl)c1)N1CCOCC1	1	.
C[C@H](CO)N1C[C@H](C)[C@H](CN(C)C(=O)Cc2ccccn2)Oc2ncc(-c3ccncc3)cc2C1=O	.	3
C[C@H]1CN([C@@H](C)CO)C(=O)c2cc(NC(=O)CCC(F)(F)F)ccc2O[C@@H]1CN(C)Cc1ccc(C(F)(F)F)cc1	-4	.
C[C@H]1CN([C@@H](C)CO)C(=O)Cc2cc(NS(=O)(=O)c3ccccc3)ccc2O[C@H]1CN(C)S(=O)(=O)c1ccccc1	3	.
COC(=O)[C@@]1(CCS(=O)(=O)c2ccccc2)N=C(c2ccc(OCCCO)cc2)O[C@H]1c1ccccc1N=[N+]=[N-]	17	.
C[C@H]1CN([C@@H](C)CO)C(=O)CCCn2nncc2CO[C@@H]1CN(C)S(=O)(=O)c1cccc(F)c1	0	.
C/C=C/c1cnc2c(c1)C(=O)N([C@H](C)CO)C[C@@H](C)[C@@H](CN(C)S(=O)(=O)c1ccccc1F)O2	.	18
Cc1c(CCC(=O)O)c(=O)oc2cc(OCc3ccc(Cl)c(Cl)c3)ccc12	0	8
COc1ccc(CN(C)C[C@H]2OCCCC[C@H](C)Oc3ccc(NC(=O)Nc4c(C)noc4C)cc3C(=O)N([C@H](C)CO)C[C@@H]2C)cc1	.	17
C[C@H]1CN([C@@H](C)CO)C(=O)c2cccc(NC(=O)Nc3ccc(C(F)(F)F)cc3)c2O[C@H]1CN(C)Cc1ccncc1	.	6
C[C@@H]1CCCCO[C@H](CN(C)C(=O)Nc2ccccc2)[C@@H](C)CN([C@H](C)CO)C(=O)c2cc(N(C)C)ccc2O1	2	9
COc1ccccc1CNc1nc2nc(C)cc(=O)n2[nH]1	-4	2
C[C@@H]1CN([C@@H](C)CO)C(=O)c2cccc(NC(=O)c3ccc(-c4nccs4)cc3)c2O[C@H]1CN(C)Cc1ccc(C(=O)O)cc1	.	0
C[C@@H]1CN([C@H](C)CO)C(=O)c2c(c3ccccc3n2C)-c2ccccc2CO[C@@H]1CN(C)S(=O)(=O)Cc1ccccc1	.	-9
COc1cc(-c2nnc(SCC(=O)c3cccc([N+](=O)[O-])c3)n2-c2ccccc2)cc(OC)c1OC	1	-2
C/C=C/c1ccc2c(c1)O[C@H](CN(C)C(=O)CC1CC1)[C@H](C)CN([C@H](C)CO)S2(=O)=O	.	4
C[C@H]1CN([C@@H](C)CO)C(=O)Cc2cc(NS(=O)(=O)c3cccs3)ccc2O[C@@H]1CN(C)Cc1ccc(C(=O)O)cc1	-4	.
COc1ccnc(CS(=O)c2nc3ccc(OC(F)F)cc3[nH]2)c1OC (centres undefined)	3	.
CCn1cc(CN(C)C(=S)Nc2cccc(C(C)=O)c2)c(C)n1	1	-6
C[C@@H]1CN([C@@H](C)CO)C(=O)c2cc(NC(=O)c3ccncc3)ccc2O[C@@H](C)CCCCO[C@@H]1CN(C)C(=O)Nc1cccc2ccccc12	.	-19
C[C@@H]1CN([C@H](C)CO)C(=O)Cc2cc(NC(=O)Nc3ccccc3)ccc2O[C@@H]1CN(C)S(=O)(=O)c1ccccc1	2	.
CCc1ccccc1NC(=O)CCC(=O)O	-3	5
CC(C)CC#Cc1ccc2c(c1)O[C@@H](CN(C)Cc1ccncc1)[C@H](C)CN([C@H](C)CO)S2(=O)=O	.	-54
COc1ccc(CC(=O)Nc2cc(C)ccc2O)cc1OC	-2	6
CN(CC(=O)Nc1cccnc1)S(=O)(=O)c1ccc2ccccc2c1	2	-2
COc1ccc2c(c1OC)OC[C@@H](c1ccc(OC)c(OC)c1OC)C2	-2	.
CCc1cccc(C)c1NC(=O)CSc1nnc(-c2ccc(OC)cc2)o1	-5	4
C[C@@H]1CCCCO[C@@H](CN(C)S(C)(=O)=O)[C@@H](C)CN([C@H](C)CO)C(=O)c2cc(NC(=O)Nc3ccc(F)cc3)ccc2O1	-3	.
C[C@@H]1CN([C@@H](C)CO)C(=O)c2cc(NC(=O)CCCN(C)C)ccc2O[C@H]1CN(C)Cc1ccc(C(=O)O)cc1	.	2
COc1ccc(NC(=O)Nc2ccc3c(c2)C(=O)N([C@H](C)CO)C[C@@H](C)[C@H](CN(C)Cc2ccc(Cl)c(Cl)c2)O3)cc1	0	.
C[C@@H]1CN([C@@H](C)CO)S(=O)(=O)c2ccc(-c3cccc(C#N)c3)cc2O[C@@H]1CN(C)Cc1cccc(F)c1	.	-26
O=C1c2ccccc2CCC1CNCCc1ccc(O)cc1 (centres undefined)	.	-32
O=C(NCCOc1ccccc1Cl)c1ncn[nH]1	-3	9

4 entries from above, field by field:
> C[C@@H]1CN([C@@H](C)CO)C(=O)c2cc(NC(=O)Nc3cccc4ccccc34)ccc2O[C@@H]1CN(C)Cc1ccccc1
  STK33 inh: 1
  mut p53 react: .

> C[C@@H]1CN([C@@H](C)CO)C(=O)c2cc(NS(=O)(=O)c3ccc(F)cc3)ccc2O[C@@H]1CN(C)Cc1ccc(Cl)c(Cl)c1
  STK33 inh: 0
  mut p53 react: -14

> O=c1c(-c2nnnn2-c2ccccc2)c[nH]c2ccccc12
  STK33 inh: 1
  mut p53 react: .

> Cc1cc(OCc2noc(CSc3ccc(C(F)(F)F)cn3)n2)cc(C)c1Cl
  STK33 inh: .
  mut p53 react: 3

(next part)
Structure	STK33 inh	mut p53 react
COc1ccc(CN(C)C[C@H]2Oc3ccc(NC(=O)C4CC4)cc3CC(=O)N([C@@H](C)CO)C[C@H]2C)cc1	1	9
Cc1oc(C(C)(C)C)cc1C(=O)C(C#N)=C1SCCS1	.	3
CC1(COc2ccc(CC3SC(=O)NC3=O)cc2)CCCCC1 (centres undefined)	-6	.
COc1ccc(CN(C)C[C@@H]2Oc3ccc(NC(=O)Nc4ccc(F)cc4)cc3CC(=O)N([C@@H](C)CO)C[C@@H]2C)cc1	-17	.
C[C@H](CO)N1C[C@H](C)[C@H](CN(C)Cc2ccccc2)OCCCC[C@H](C)Oc2ccc(NS(=O)(=O)c3cccs3)cc2C1=O	.	-2
CS(=O)(=O)N(CC(=O)Nc1cc(Cl)cc(Cl)c1)c1cccc(Cl)c1	2	5
Cc1nc(CSc2ncnc3sc4c(c23)CCCCC4)cs1	6	11
C[C@@H]1CN([C@@H](C)CO)C(=O)c2cc(NC(=O)c3ccncc3)ccc2O[C@H]1CN(C)C(=O)Nc1ccccc1	10	6
Cc1ccc(C(=O)O)cc1NC(=O)COc1ccc(C(C)(C)C)cc1	0	25
CCOC(=O)c1c(NC(=O)CN2C(=O)COc3ccc(Cl)cc32)sc2c1CCCC2	5	4
Cc1ccc2nc(-c3ccccn3)cc(C(=O)Nc3ccc(S(=O)(=O)N4CCOCC4)cc3)c2c1	8	5
Cc1ccc(C(=O)c2oc3ccccc3c2NC(=O)c2cc3ccccc3oc2=O)cc1F	-3	5
C[C@@H]1CN([C@H](C)CO)C(=O)c2cccc(NC(=O)c3ccncc3)c2O[C@H]1CN(C)C(=O)Nc1ccc(C(F)(F)F)cc1	.	-2
C[C@@H]1CCCCO[C@@H](CN(C)S(=O)(=O)c2cn(C)cn2)[C@@H](C)CN([C@H](C)CO)C(=O)c2cc(NS(C)(=O)=O)ccc2O1	4	7
COc1cc(/C=C/C(=O)NCCc2ccc(O)cc2)ccc1O	-4	-12
C[C@@H]1CN([C@@H](C)CO)C(=O)Cc2cc(NC(=O)NC3CCCCC3)ccc2O[C@@H]1CN(C)S(=O)(=O)c1ccccc1	1	0
C[C@H]1CN([C@@H](C)CO)C(=O)CCCn2cc(nn2)CO[C@@H]1CN(C)C(=O)Nc1ccccc1F	0	-5
COC(=O)CSc1ncnc2scc(-c3ccc(Cl)cc3)c12	4	-12
CCCN(C)C[C@@H]1OCCCC[C@@H](C)Oc2ccc(NS(=O)(=O)c3ccc(OC)cc3)cc2C(=O)N([C@@H](C)CO)C[C@@H]1C	.	8
C[C@@H]1CCCCO[C@H](CN(C)S(=O)(=O)c2ccccc2)[C@@H](C)CN([C@H](C)CO)C(=O)c2cc(NC(=O)NC3CCCCC3)ccc2O1	1	.
CC(C)C#Cc1cnc2c(c1)C(=O)N([C@H](C)CO)C[C@@H](C)[C@@H](CN(C)C(=O)CC1CC1)O2	.	7
CS(=O)(=O)N(CC(=O)Nc1cc(Cl)ccc1Oc1ccccc1)c1cc(Cl)ccc1Cl	-2	-11
O=C(O)CCc1nn2c3ccccc3n(CC(=O)c3cccs3)c2nc1=O	3	5
COc1cc(NC(=O)CS(=O)(=O)Cc2ccccc2)c(OC)cc1Cl	6	8

This is a subset (hit frequency here may not be typical).
